B2AR arrestin = qHTS assay of beta-arrestin-biased ligands of beta2-adrenergic receptor; Beta-2 adrenergic receptor (Homo sapiens), P07550; beta-arrestin recruitment to beta2AR, cell-based reporter; Potency, µM (series often up to 46.1 µM), for inactives: at the highest dose activation, most hits filed as activators; actives 0.02% (n = 330,000);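 further: potency means the concentration at half of the fitted maximal effect; 0% = DMSO controls and full agonism = EC100 isoproterenol or metaproterenol; nearly all actives have a fitted effect of over 65% in size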
Target sequence (P07550 whole entry, looked up): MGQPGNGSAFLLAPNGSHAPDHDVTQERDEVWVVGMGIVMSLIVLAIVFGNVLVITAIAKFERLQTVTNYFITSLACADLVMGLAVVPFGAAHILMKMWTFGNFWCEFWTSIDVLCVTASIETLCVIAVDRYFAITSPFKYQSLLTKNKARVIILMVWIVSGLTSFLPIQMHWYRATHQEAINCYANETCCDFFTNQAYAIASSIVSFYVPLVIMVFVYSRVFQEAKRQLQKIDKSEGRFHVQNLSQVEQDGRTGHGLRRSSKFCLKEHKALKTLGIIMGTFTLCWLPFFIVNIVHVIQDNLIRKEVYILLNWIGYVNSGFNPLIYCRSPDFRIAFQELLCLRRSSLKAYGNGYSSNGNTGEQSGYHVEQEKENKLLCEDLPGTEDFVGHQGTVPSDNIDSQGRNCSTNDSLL
MLL CXXC-DNA inh = qHTS Fluorescence Polarization Assay for Inhibitors of MLL CXXC domain - DNA interaction. Histone-lysine N-methyltransferase 2A (Homo sapiens), Q03164. AID 2662, 2010. actives 0.037% (n = 290,000). Potency, µM (series often up to 115 µM), inactives show top-dose activity change, negative = inhibition, usual class: inhibitors. MLL-CXXC / FITC-HOXA9 DNA fluorescence polarization; active means well fitted inhibition curve with a large enough effect in the polarisation, with a control signal flat, not every such curve was filed as active; inconclusive means small, poorly fitted or top-dose-only effect, or effect the other way, or a change in a side signal; inactive means no such curve, though single readings can be large or run the other way; the % refers to the polarisation; further: potency means the concentration at half of the fitted maximal effect
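Purified MLL-CXXC (added from a 7 uM solution) was preincubated 5 min at ambient with pinned compounds in 50 mM Tris-HCl pH 7.5, 50 mM NaCl, 1 mM DTT, 0.05% BSA. Fluorescein-labeled HOX-A9 DNA (50 nM solution) followed, 30 min, then polarization read.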
TCR activator = Activators of T cell receptors: qHTS campaign; primary human leukocytes, anti-CD3, IL-2 HTRF, 48 h; Potency, µM (titrated, usually from 9.22 µM), without a hit: at the top dose activation of IL-2 secretion, hits mostly activators; 330,000 tested, under 10 active; AID 504894, 2011; further: % of control where 0% means no effect
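Compounds are tested in HTS on primary human leukocytes co-incubated with a-CD3 beads for 48 hr. IL-2 output is measured by time-resolved FRET.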
ELG1 repair inh = qHTS screen for small molecules that inhibit ELG1-dependent DNA repair in human embryonic kidney (HEK293T) cells expressing luciferase-tagged ELG1. HEK293T ELG1-luciferase reporter, luminescence, 16 h; DNA damage induced by 5-fluorouridine. actives 2.3% (n = 330,000). Potency, µM (doses to about 46.1 µM), without a hit: at the top dose activity change, negative = inhibition, usual class: inhibitors; further: potency means the concentration at half of the fitted maximal effect; on the % scale 0 is the no-effect control and ±100 the full control effect; nearly all actives have a fitted effect of over 55% in size
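Reporter activity after DNA damage by 5-fluorouridine is monitored. Compound-treated cells incubate 16 hr at 37 °C, then ONE-Glo is added for 30 min before luminescence reading.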
BRCA1 expr act = qHTS Assay to Identify Small Molecule Activators of BRCA1 Expression; MCF7-BRCA1-FFLuc reporter, luminescence, 48 h; response scale: scaled: vehicle 0%, 10 µM genistein 100%; actives 1.1% (n = 380,000); AID 624202, 2012; Potency, µM (titrated, usually from 46.1 µM), for the others: top-dose activation, usual class: activators; further: potency means the concentration at half of the fitted maximal effect; nearly all actives have a fitted effect of over 80% in size; some results filed as inactive show a strong effect at the top dose
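Luminescence from a BRCA1-driven firefly luciferase in MCF7 cells was read after 48 h compound exposure at 37 C. Data normalized against DMSO and a 10microM genistein activation control, then curve-fitted across the titration.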
AT treatment = qHTS Assay for Identifying a Potential Treatment of Ataxia-Telangiectasia | actives 0.19% (n = 320,000) | AID 485349, 2010 | Potency, µM (doses to about 57.5 µM), inactives show at the highest dose activation, most hits filed as activators | […] A-T fibroblasts, KAP-1 phosphorylation AlphaLISA; neocarzinostatin DNA damage 30 min before lysis; further: potency means the concentration at half of the fitted maximal effect; % of control where 0% means no effect; nearly all actives have a fitted effect of over 45% in size
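ATM-like activity read as KAP-1 phosphorylation via AlphaLISA donor/acceptor antibody pairs after lysis and 6 hr at 25C. Cells were ATM-null patient fibroblasts ([…], hTERT), dosed 60 min, then exposed to the DSB inducer NCS for 30 min.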
a7 integrin act = qHTS for Activators of Integrin-Mediated Alleviation for Muscular Dystrophy; alpha7betagal myoblasts, beta-gal FDG fluorescence, 48 h; Potency, µM (top dose mostly 38.3 µM), inactives show top-dose activation, most hits filed as activators; actives 0.064% (n = 350,000);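 further: potency means the concentration at half of the fitted maximal effect; 100% = response of the positive control SU9516; nearly all actives have a fitted effect of over 60% in size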
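alpha7betagal+/- myoblasts (passage 13, 250/well) treated 48 h at 37C with compounds at 1:260 dilution of DMSO stock. Lysed, then beta-galactosidase activity read as FDG fluorescence (ex 480/em 540) after 30 min, with pre-read for autofluorescence.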
TRPV1 ag = HTS Assay for Compounds that Act as Agonists of the Vanilloid Receptor 1; TRPV1-expressing cells, Fluo-8 calcium influx, agonist mode; actives 0.19% (n = 320,000); activation, % at 8.33 µM; Transient receptor potential cation channel subfamily V member 1 (Homo sapiens), Q8NER1; AID 540275, 2011; in the data active means activation above about 80%; inconclusive means between about 30% and that limit; further: 0% is about no effect
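TRPV1-expressing cells were cultured overnight at 35.5C and loaded with Fluo-8 calcium dye for 40 to 90 min at room temperature. After a 10 s baseline, compound was added and calcium influx was read kinetically for 3 min (ex 480/em 520 nm).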
PTAP TSG101 blk = qHTS Assay for Iinhibitors of HIV-1 Budding by Blocking the Interaction of PTAP/TSG101; AID 493005, 2010; Potency, µM (top dose mostly 115 µM), for inactives: top-dose activity change, negative = inhibition, actives largely listed as inhibitors; 340,000 tested, under 10 active; Tumor susceptibility gene 101 protein (Homo sapiens), Q99816; Fluorescence polarization, FITC-PTAP peptide / Tsg101 binding; active means well fitted inhibition curve with a large enough effect in the main read-out, with a control signal flat, not every such curve was filed as active; inconclusive means small, poorly fitted or top-dose-only effect, or effect the other way, or a change in a side signal; inactive means no such curve, though single readings can be large or run the other way; further: potency means the concentration at half of the fitted maximal effect; % of control where 0% means no effect
Target sequence (Q99816 whole entry, looked up): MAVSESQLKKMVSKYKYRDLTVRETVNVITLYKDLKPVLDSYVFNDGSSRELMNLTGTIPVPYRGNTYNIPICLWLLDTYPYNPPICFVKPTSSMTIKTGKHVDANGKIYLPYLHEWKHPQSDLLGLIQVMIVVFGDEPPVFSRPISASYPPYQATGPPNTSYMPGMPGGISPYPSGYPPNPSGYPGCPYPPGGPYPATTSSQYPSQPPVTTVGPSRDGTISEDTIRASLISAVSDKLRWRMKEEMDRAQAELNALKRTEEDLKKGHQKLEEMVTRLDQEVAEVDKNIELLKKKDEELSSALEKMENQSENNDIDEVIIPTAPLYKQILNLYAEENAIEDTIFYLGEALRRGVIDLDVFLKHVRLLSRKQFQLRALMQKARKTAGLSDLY
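Steps: Tsg101 binding domain dispensed (10 uM final), compounds pinned in DMSO, FITC-labeled PTAP-motif peptide added (50 nM final); after 20 min binding at room temperature, polarization measured.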
p53 reactivator = qHTS assay for re-activators of p53 using a Luc reporter; Potency, µM (top dose mostly 92.2 µM), without a hit: at the highest dose activity change, positive = activation, hits mostly activators; H1299 p53-A138V BP100-luciferase reporter, luminescence, 24 h; AID 504706, 2011; actives 0.063% (n = 320,000); further: potency means the concentration at half of the fitted maximal effect; % of control where 0% means no effect; nearly all actives have a fitted effect of over 45% in size
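p53-null H1299 cells stably carrying temperature-sensitive p53-A138V and a BP100-luciferase reporter were pinned with compounds (4-point, 1:5 series) and held 24 hrs at 37 deg C. Luminescence was read 10 min after detection reagent.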
* marks the source's active call; other numbers are inactive results; ? = inconclusive; · = not tested or not shown; & = joins results of further samples; [ ] = remark or other dose. Unless noted, the call rests on the fitted dose curve; in most records, active means well fitted curve in the direction sought with a large enough effect; inconclusive means small, poorly fitted or top-dose-only effect, or another doubt; inactive means no such curve, though single readings can be large; an effect the other way counts as inactive or inconclusive.

Order of results: B2AR arrestin	MLL CXXC-DNA inh	TCR activator	ELG1 repair inh	BRCA1 expr act	AT treatment	a7 integrin act	TRPV1 ag	PTAP TSG101 blk	p53 reactivator
- CCCc1[nH]nc2c1C(c1ccc(OC)c(Cn3nnc4ccccc43)c1)C(C#N)=C(N)O2 (configuration not stated)
  ·	-6%	5%	·	-11%	·	-17%	1	-2%	·
- Cc1ccccc1C(=O)N/N=C/c1cccc2ccccc12
  -1.0%	-1%	-4%	?	13µM*	-3%	-29%	5	-3%	14%
- Cc1sc(NC(=O)CN(Cc2ccc(F)cc2)C(=O)C(C)C)c(C(N)=O)c1C
  -3.9%	-3%	2%	?	4%	-7%	-6%	3	-3%	-2%
- CCOC(=O)CN(Cc1sccc1C)C(=O)Nc1cccc(OC)c1
  -0.5%	-7%	10%[46.1 µM]	?	?	6%	3%	14	-10%	11%
- COc1ccc(S(=O)(=O)N(CC(=O)NC2CC3CCC2C3)c2ccccc2OC)cc1 (configuration not stated)
  -0.1%	-6%	5%	-14%	-36%	-3%	0%	19	-2%	-7%
- CCOc1ccc(Nc2c3ccccc3nc3ccccc23)cc1
  0.4%	?	11%	5.8µM*	-22%	10%	-52%	-4	-5%	-6%
- CC(=O)c1cn(CC(=O)Nc2ccccc2Cl)c2ccccc12
  0.2%	11%	2%	-5%	-13%	-6%	0%	-7	-4%	·
- COc1cccc(-c2nc(CS(=O)(=O)CC(=O)N3CCN(C4CCCCC4)CC3)c(C)o2)c1
  -0.3%	2%	-1%	-23%	11%	0%	0%	12	-5%	-3%
- COc1ccc(/C=N/NC2=NS(=O)(=O)c3ccccc32)cc1
  -0.7%	3%	-4%	1%	3%	40%	-28%	-2	-4%	2%
- CC(=O)Nc1cccc(NC(=O)CSc2nc(=O)n3cccc(C)c3n2)c1
  -0.3%	·	5%	16%	20%	13%	20%	3	1%	1%
- C[C@H]1CCC[C@]2(O[C@@H](CCO)C[C@H](O)[C@H]2O)O1
  -0.1%	5%	-10%	15%	11%	-16%	6%	-1	-3%	-2%
- CCN(C[C@H]1N[C@@](CC)(C(=O)OC)[C@H]2C(=O)N(Cc3ccccc3)C(=O)[C@@H]12)S(=O)(=O)c1ccc(OC(F)(F)F)cc1
  -1.4%	·	0%	-16%	-14%	-11%	-9%	·	-2%	-3%
- O=C(NC1(C(F)(F)F)NC(=O)N(c2ccc(F)c(Cl)c2)C1=O)c1ccncc1 (configuration not stated)
  -0.2%	-7%	-3%	18%	-1%	0%	-2%	2	-1%	-5%
- CC(C)(C)C(=O)Nc1ccc(S(=O)(=O)Nc2nccs2)cc1
  0.1%	-4%	-4%	6%	6%	-9%	?	-5	-4%	-4%
- CN1C(=O)C(CC(=O)Nc2ccc3c(c2)Cc2ccccc2-3)N(C)C1=O (configuration not stated)
  -0.1%	3%	3%	3%	-23%	-5%	5%	-3	-1%	-7%
- CCc1nc(NCC2CCCO2)c(C#N)c2c1COC(C)(C)C2 (configuration not stated)
  -0.3%	1%	0%[46.1 µM]	?	-18%	10%	-9%	-2	-1%	0%
- C#CCOCCOCCOCCNc1nc(N2CCN(C(=O)[C@H]([C@@H](C)CC)n3cc([C@@H](N)CO)nn3)CC2)nc(N2CCN(C(=O)[C@H](CCCCN)n3cc([C@@H](N)CC(C)C)nn3)CC2)n1
  -0.3%	-7%	-1%	-9%	5%	-3%	28%	4	-4%	2%
- O=C(CSc1nnc(C2COc3ccccc3O2)o1)N1CCCc2ccccc21 (configuration not stated)
  -0.3%	-3%	6%	-18%	-28%	-3%	20%	-1	-3%	-1%
- CSc1ccc(C2C(C#N)=C(N)Oc3cc4c(cc32)OCO4)cc1 (configuration not stated)
  ·	-6%	·	·	-79%	·	0%	11	-2%	·
- O=C(Oc1cccc(/C=N/Nc2nc(Nc3ccccc3)nc(N3CCOCC3)n2)c1)c1ccco1
  0.0%	10%	-3%[46.1 µM]	9.2µM*	-57%	1%	7%	7	-2%	16%

Random excerpt: 2 entries already listed.
Order of results: B2AR arrestin	MLL CXXC-DNA inh	TCR activator	ELG1 repair inh	BRCA1 expr act	AT treatment	a7 integrin act	TRPV1 ag	PTAP TSG101 blk	p53 reactivator
- CCOc1ccc(Nc2c3ccccc3nc3ccccc23)cc1
  0.4%	?	11%	5.8µM*	-22%	10%	-52%	-4	-5%	-6%
- CC(=O)Nc1cccc(NC(=O)CSc2nc(=O)n3cccc(C)c3n2)c1
  -0.3%	·	5%	16%	20%	13%	20%	3	1%	1%

Other results follow:
Order of results: B2AR arrestin	MLL CXXC-DNA inh	TCR activator	ELG1 repair inh	BRCA1 expr act	AT treatment	a7 integrin act	TRPV1 ag	PTAP TSG101 blk	p53 reactivator
- CCn1c(COc2ccccc2)nnc1SCC(=O)NCc1ccco1
  -0.2%	-6%	8%	-2%	-17%	-3%	?	-1	-5%	-2%
- CC(=O)Nc1ccc(-c2cc(C(=O)O)c3ccccc3n2)cc1
  -0.5%	?	-3%	-7%	-26%	0%	17%	2	-2%	-2%
- COc1ccc(/C=C/C(=O)N2CCCC2)cc1OC
  0.1%	?	-6%	7%	7%	2%	24%	0	-7%	4%
- CC(=O)N1c2ccc3ccccc3c2C(C)CC12CCCCC2 (configuration not stated)
  -0.6%	-7%	-3%	-2%	-32%	·	12%	24	-2%	1%
- O=C(c1ccccc1)c1nc[nH]c1C(=O)Nc1ccccc1
  3.2%	1%	0%	-16%	-41%	18%	-10%	5	-9%	-3%
- COc1ccc(S(=O)(=O)N(C)C[C@H]2Oc3ccc(NC(=O)Nc4ccc5c(c4)OCO5)cc3CC(=O)N([C@@H](C)CO)C[C@@H]2C)cc1
  0.1%	·	-3%	-18%	-20%	9%	0%	·	-10%	-1%
- COC(=O)C(O)(CC(=O)Nc1ccc(OC(F)(F)F)cc1)C(F)(F)F (configuration not stated)
  -0.3%	2%	2%	6%	19%	0%	3%	3	-4%	-1%
- O=C(c1ccc2c3c(cccc13)C(=O)N(O)C2=O)N1CCCCC1
  0.3%	-3%	1%	?	-39%	1%	9%	-3	-4%	9%
- COC/C=C/C1=CC2=CC(=O)C(C)(OC(=O)c3cnc4ccccc4n3)C(=O)C2=CN1C1CC1 (configuration not stated)
  ·	·	9%	·	-39%	·	-22%	·	-2%	·
- Cc1ccc(COc2ccccc2C(=S)N2CCCC2)cc1
  -0.3%	?	-4%	4%	77%	2%	-46%[inhibitor]	13	-4%	3%
- C=CCC[C@H](Cc1ccc(F)cc1)C(=O)OC[C@@H](NC(=O)[C@@H](CC=C)CC(=O)N(CCO)Cc1ccccc1)C(C)(C)C
  0.2%	·	-3%	?	-72%	6%	-45%[inhibitor]	·	-7%	0%
- O=C(Nc1ccccc1)c1ccc(F)cc1F
  ·	·	-2%	·	85%	·	0%	·	-3%	·
- COc1ccc(NC(=O)CNC(=O)Cn2c(C)cc3ccccc3c2=O)c(OC)c1
  0.4%	-1%	2%	1%	-7%&-12%	1%	-25%	-4	1%	2%
- COCCCN1CN(Cc2ccco2)CNC1=S
  0.3%	-3%	10%	0%	-8%	18%	?	-2	-2%	0%
- Cc1ccc(S(=O)(=O)N2CC(O)C2)cc1
  0.0%	·	18%	29%	-12%	10%	-3%	-4	-5%	-2%
- CC(C)Sc1nc2c(c(=O)[nH]c(=O)n2C)n1Cc1ccc(Cl)cc1
  -0.2%	5%	2%	-14%	-57%	·	-1%	9	0%	-13%
- Cc1ccc(Cn2cc(/C=N/Nc3ccc([N+](=O)[O-])cn3)c3ccccc32)cc1
  -2.3%	26%	-3%[46.1 µM]	-16%	42%	-2%	-6%	-3	6%	?
- CC(=O)C1=C(O)C(=O)N(Cc2cccnc2)C1c1ccc(Cl)cc1Cl (configuration not stated)
  -0.2%	6%	-5%[46.1 µM]	-5%	-4%	1%	?	-5	0%	-13%
- COc1ccc(-c2sc3cc(OC)c(OC)cc3c2C#CC2(O)CCCCC2)cc1
  5.4%	·	6%	?	-56%	?	14%	-1	·	-16%
- COc1ccc2c(c1OC)C(=O)N1c3ccccc3C(=O)N(c3ccc(F)cc3)C21 (configuration not stated)
  -0.4%	-7%	2%	?	-12%	2%	-1%	8	0%	-19%
- C[C@@H]1CC=C[C@H]2[C@H]1C(=O)N(Cc1ccccc1)[C@H]2c1ccc(-c2ccc(F)cc2)cc1F
  -0.6%	3%	1%	0%	-4%	-10%	39%	-5	0%	8%
- CCCSc1nnc(CSc2nc3nc(C)cc(C)n3n2)o1
  -0.9%	1%	-9%	?	1%	4%	-23%	-4	-9%	-3%
